Source: PubChem
Pf Dd2 inh – blocks in vitro growth of P. falciparum Dd2. P. falciparum Dd2 growth, SYBR Green, 72 h. Potency, µM (highest dose often 28.9 µM), without a hit: at the top dose activity, negative = inhibition, most hits filed as inhibitors. actives 4.3% (n = 120,000); active means well fitted inhibition curve with a large enough effect; inconclusive means small, poorly fitted or top-dose-only effect; inactive means no such curve, though single readings can be large or run the other way;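 further: plate controls were DMSO vehicle for no effect and reference drug for full effect; nearly all actives have a fitted effect of over 65% in size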
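Infected erythrocytes (Dd2, 0.3% parasitemia, 2.5% hematocrit final) are added to compound in RPMI-1640/Albumax II medium, grown 72 h at 37C in low oxygen, then lysed with saponin/Triton-X containing SYBR Green and read by fluorescence.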
An asterisk follows results filed as active; i = inactive; ? = inconclusive; [ ] = remark or other dose. Potency means the concentration at half of the fitted maximal effect.

| molecule | Pf Dd2 inh |
| --- | --- |
| COc1ccc(CN2C(=O)[C@@H]3C[C@@H](CN3Cc3ccccc3Cl)Oc3ccccc32)cc1 | -40% |
| CCCN1CCC2(Cc3ccccc3CN(C(=O)c3ccccc3)C2)C1 (stereo not drawn) | ? |
| COc1ccc(NC(=O)CN2C(=O)CN=C(c3ccccc3)c3ccccc32)c(OC)c1 | i |
| CCOc1ccccc1NC(=O)c1cccn(Cc2ccccc2C)c1=O | -3% |
| Cc1ccc(-c2cccc(C=O)c2)cc1Cl | 6%[44.1 µM] |
| Cc1ccc(CCNC(=O)c2c[nH]c3ccc(S(=O)(=O)Nc4ccc(C)cc4C)cc3c2=O)cc1 | ? |
| NC1(C(=O)N2CCCC(CCc3ccccc3F)C2)CCC1 (stereo not drawn) | ? |
| O=C(NCCN1CCCC1)C1CCN(c2cnn(CC3CC3)c(=O)c2)C1 (stereo not drawn) | 26% |
| O=C1CCN(C(=O)Nc2ccccc2)CCCC(c2nc(-c3cnccn3)no2)CCN1 (stereo not drawn) | i |
| COC1CN(c2ccc(C)cc2)C12CCN(C(=O)c1ccncc1)CC2 (stereo not drawn) | -25% |
| COc1ccc(CCC(=O)N2CCC(Cc3nc(-c4ccc(F)cc4)no3)CC2)cc1 | -23% |
| CN(C)C(=O)N1CCCC(CCc2c(F)cccc2F)C1 (stereo not drawn) | 3% |
| Cc1ccc(CNC(=O)CCS(=O)(=O)c2cc(Br)cc3c2N(C(=O)C2CC2)CC3)cc1 | ? |
| COCC1CN(C)CC12CCN(C(=O)c1ccc(C)cc1C)CC2 (stereo not drawn) | i |
| C=CCNC(=O)C(NC(=O)c1cccc(OC)c1)C1CCN(C(=O)c2ccccc2F)CC1 (stereo not drawn) | -9% |
| CCC1CN(C(=O)c2cccc3c2OCC3)CCC(=O)N1Cc1ccccc1 (stereo not drawn) | -13% |
| Cc1nc(C)c(C(=O)N2CCc3c(c(-c4nncn4-c4ccccc4)nn3C)C2)s1 | -5% |
| CN1CC2(CCN(C(=O)c3ccc(C#N)cc3)CC2)CC1C(=O)N1CCOCC1 (stereo not drawn) | 10% |
| COCCc1nn2c(=O)cc(COC(=O)c3ccc(Br)cc3)nc2s1 | -14% |
| O=C(c1ccc(Cl)cc1)N1CCC2(CC1)CC(=O)N(c1ccccc1)c1ccccc1O2 | ? |
| O=C(CCC1CCCC1)N1CCN(C(=O)N2CC3CC(C2)[C@H]2CCCC(=O)N2C3)CC1 (stereo partly drawn) | i |
| CN1C(C(=O)NC(C)(C)C)=CC(c2ccc3c(c2)OCO3)=NS1(=O)=O | 4% |
| O=C(Nc1nnc(S(=O)(=O)N2CCN(c3ccc(F)cc3)CC2)s1)c1ccc(Cl)cc1 | 12% |
| COc1ccc(C2CC(=O)c3c([nH]c(C(=O)OC4CCC(C)CC4)c3C)C2)cc1OC (stereo not drawn) | -16% |
| CCOc1cc(-c2noc(-c3nnn4c3COC(c3ccc(F)cc3)C4)n2)ccc1OC (stereo not drawn) | ? |

In the list so far, two contain an NH in an aromatic ring:
| molecule | Pf Dd2 inh |
| --- | --- |
| Cc1ccc(CCNC(=O)c2c[nH]c3ccc(S(=O)(=O)Nc4ccc(C)cc4C)cc3c2=O)cc1 | ? |
| COc1ccc(C2CC(=O)c3c([nH]c(C(=O)OC4CCC(C)CC4)c3C)C2)cc1OC (stereo not drawn) | -16% |

The main list resumes, repeating the 2 entries before the break.
| molecule | Pf Dd2 inh |
| --- | --- |
| COc1ccc(C2CC(=O)c3c([nH]c(C(=O)OC4CCC(C)CC4)c3C)C2)cc1OC (stereo not drawn) | -16% |
| CCOc1cc(-c2noc(-c3nnn4c3COC(c3ccc(F)cc3)C4)n2)ccc1OC (stereo not drawn) | ? |
| O=C1NCC2(CCN(C(=O)c3ccccc3)CC2)Oc2ccccc21 | i |
| CC(=O)Nc1ccc(C2(C(=O)NCc3ccccc3F)CCC2)cc1 | 16% |
| COC(=O)CNC(=O)C1c2ccccc2C(=O)N(Cc2ccccc2)C12CCCC2 (stereo not drawn) | -4% |
| COCCn1c(CO)nnc1C1CC(NC(=O)C2(C)CCCC2)C1 (stereo not drawn) | 9% |
| COCCNC(=O)CCCN1C(=O)COc2ccc(C(=O)COc3ccccc3F)cc21 | i |
| COc1ccc(C2CC(=O)N(Cc3ccc(F)cc3)c3ccccc3S2)cc1 (stereo not drawn) | i |
| O=C([C@H]1CN2CCC1C[C@@H]2Cn1cc(-c2ccccn2)nn1)N1CCOCC1 (stereo partly drawn) | 8%[44.1 µM] |
| Cc1ccc(-c2nnc(C3CN(C(=O)CCC4CCCC4)CC34CCOCC4)o2)cc1 (stereo not drawn) | -5% |
| Cc1ncc(CO)c2c1Oc1nc(-c3ccccc3)nc(SCC(=O)N3CCCCC3)c1C2 | ? |
| CCCN1C(=O)CC[C@H]2CN(C(=O)CCOc3ccccc3C)CC[C@H]21 | -7% |
| Cc1ccc(C(=O)NC2CCN(c3cc(-c4ccc(F)cc4)[nH]n3)CC2)cc1C | i |
| Cc1cccc(-c2nc3c4ccccc4n(CC(=O)Nc4cccc(F)c4)c(=O)n3n2)c1 | -10% |
| CCOc1ccccc1CNCc1cccn1-c1nnc(N2CCN(c3ccccc3)CC2)s1 | 7.1µM* |
| Cc1ccc(CN2CC[C@@H]3[C@H]2C(=O)NC[C@H](CCC(=O)N2CC[C@@H](O)C2)N3C)cc1 | 29%[44.1 µM] |
| Cc1ccc(-n2c(/C=C/c3ccc(Br)s3)nc3ccccc3c2=O)cc1C | ? |
| CC1=C[C@@H](CNC(=O)c2ccco2)[C@H](C(C)C)C[C@H]1CC(=O)NCc1ccccn1 | i |
| O=C(NCCc1ccc(Cl)cc1)C1=NOC2CN(C(=O)Nc3cccnc3)CC12 (stereo not drawn) | -22% |
| COCc1nc(CCNC(=O)C2CC(=O)N(c3ccc(F)c(Cl)c3)C2)no1 (stereo not drawn) | -14% |
| CCCc1nc2nc(C)c(NS(=O)(=O)c3ccc(C)c(C)c3)c(=O)n2[nH]1 | 22% |
| Cc1c(CNC2CCCCCC2)c(C(=O)O)c(C)n1Cc1ccc(F)cc1 | 8%[5.79 µM] |
| CCCn1ccc2c(OCC(=O)NCc3ccccc3Cl)cccc2c1=O | i |
| CCOc1ccc(Nc2ncnc3onc(-c4ccc(Cl)cc4)c23)cc1 | -20% |
| COCCN1CCCN(C(=O)C2CCCCC2)c2ccccc21 | i |
| OCC1CN(C2CCC2)CC12CCN(Cc1ccc[nH]1)CC2 (stereo not drawn) | -10% |
| Cc1cccc(CN2C[C@@H]3[C@H](C2)N(Cc2ccc(O)cc2)C(=O)C(C)(C)[S+]3(=O)[O-])c1 | -14%[44.1 µM] |
| COCCNC(=O)[C@@H]1CCC[C@@H](NCc2ccc(C(F)(F)F)cc2)CN(C)C(=O)C1 | -11%[44.1 µM] |
| O[C@@H]1C[C@@H](c2nc(-c3ccccc3)no2)N(Cc2ccc(F)cc2)C1 | 5%[44.1 µM] |
| COC1CCC12CCN(C(=O)c1nccn1C)CC2 (stereo not drawn) | 3% |
| CNC(=O)[C@@H](c1ccc(Cl)cc1)N1CCC[C@H]1C(=O)N(C)CCN(C)C | -11% |
| COc1ccc(-c2nc(CCNC(=O)c3ccc(Br)o3)cs2)cc1 | -9% |
| C[C@@H](NCC1CCCC1)c1onc(-c2ccc(Cl)cc2)c1C(=O)O | -4%[44.1 µM] |
| Cc1ccc(CNS(=O)(=O)c2cc(Br)cc3c2N(C(=O)C2CC2)CC3)cc1 | -1% |
| CCCc1nc(C(=O)NC(CC)c2ccc(S(C)(=O)=O)cc2)cs1 (stereo not drawn) | 5% |
| COc1ccc(CNC(=O)C2CCCN(S(=O)(=O)c3ccc4c(c3)CCCN4C(C)=O)C2)cc1 (stereo not drawn) | -31% |
| COCCNC(=O)c1cc2c(Cl)nc3ccc(C)cc3c2s1 | -10% |
| CCOc1ccc(-n2c(=O)c3c(C)c(C)sc3n(CC(=O)c3ccccc3)c2=O)cc1 | i |
| Cc1oc(-c2ccccc2F)nc1Cn1c(SCc2ccccc2F)nc2ccncc21 | 58%[activator] |
| CCOc1cc(=O)n2c(c1C(=O)Nc1cccc(F)c1)CCCC2 | -7% |
| CCOc1ccc(C(=O)N2CCCC(c3noc(COc4ccccc4)n3)C2)cc1 (stereo not drawn) | ? |
| COc1ccc(CNC(=O)c2c(OC)cc(=O)n3c2CCCC3)c(OC)c1 | -15% |
| Cc1ccc(CNC(=O)[C@H]2CCC[C@H]2NC(=O)c2ccncc2)cc1C | -19% |
| CCCN(C)C(=O)CC1COCCN1C(=O)Nc1cccc(SC)c1 (stereo not drawn) | -7% |
| CCC(=O)N1C[C@@H]2C(=O)N(C)C(=O)[C@@H]2C1 | 30% |
| O=C1CCN(C(=O)[C@H](Cc2ccccc2)NC(=O)c2ccoc2)CCCOCCN1 | -28% |
| COc1ccccc1NC(=O)CCNS(=O)(=O)c1ccc2c(c1)CCN2C(=O)C1CC1 | 20% |
| O=C(c1nc(-c2ccc(Cl)nc2)c2cnccn12)N1CCCC1 | 9% |
| COc1ccccc1N1CCN(c2ncnc3onc(-c4cccc(Cl)c4)c23)CC1 | 17% |
| COCC(=O)N[C@H]1C[C@@H](Cc2cc(-c3ccc(F)cc3)on2)C1(C)C | ? |
| Cc1nc2c(-c3ccc(F)cc3)c(C)nn2c(C)c1CCC(=O)NCc1ccc(Cl)cc1 | 47%[activator] |
| COc1ccc(CC(=O)Nc2ccc(=O)n3c2[C@@H]2C[C@@H](CN(C(=O)Nc4ccc(OC)cc4)C2)C3)cc1 | 25% |

A second format for some results above:
> C[C@@H](NCC1CCCC1)c1onc(-c2ccc(Cl)cc2)c1C(=O)O
  Pf Dd2 inh = -4%[44.1 µM]
> COc1ccccc1N1CCN(c2ncnc3onc(-c4cccc(Cl)c4)c23)CC1
  Pf Dd2 inh = 17%

(continued)
| molecule | Pf Dd2 inh |
| --- | --- |
| COc1cccc(-c2nc(CS(=O)(=O)CC(=O)NCCCN3CCN(C)CC3)c(C)o2)c1 | -25% |
| O=C(c1ccc2c(c1)OCO2)N1CCC(N2CCCOC2=O)CC1 | 4% |
| Cc1ccc(C)c(N2CCN(C(=O)Cn3ncc4c(=O)oc5ccc(C)cc5c43)CC2)c1 | 274%[activator][5.79 µM] |
| CCOc1ccccc1C(=O)NCc1nnc2c(-c3nc(C4CC4)no3)cccn12 | 3.2µM* |
| CCC(=O)N1CCc2cc(S(=O)(=O)NC(CC(C)C)C(=O)Nc3ccc(CC)cc3)ccc21 (stereo not drawn) | i |
| Cc1ccc(CNC(=O)CCc2c(C)nc3c(c(C)nn3-c3ccccc3)c2C)cc1 | -16% |
| COc1ccc(-c2noc(-c3ccc(NC4CCCC4)c([N+](=O)[O-])c3)n2)cc1 | 5% |
| O=C(CN1CCN(c2ncncc2-c2nc(-c3ccccc3)no2)CC1)N1CCCCC1 | ? |
| CC(C)N(C)C(=O)c1cc(-c2cnc(C(C)(C)C)nc2)nc2cc(F)ccc12 | ? |
| COC(=O)c1ccc(C(=O)OC)c(NC(=O)c2cc3nc(-c4ccc(C)cc4)cc(C(F)(F)F)n3n2)c1 | 23% |
| COc1cccc(Nc2ccc3nnc(-c4cc(OC)ccn4)n3n2)c1 | i |
| COC[C@@H]1CN(C(=O)CCn2cccn2)C[C@H]1c1ccncc1 | 19% |
| CCc1nnc(NC(=O)CSc2nccn2Cc2ccc(F)cc2)s1 | 21% |
| CCn1nccc1C(=O)N1CCCCCC1c1nc(C2CC2)no1 (stereo not drawn) | -8% |
| COCCC(=O)N1CCC(Oc2nccnc2N2CCc3ccccc32)C1 (stereo not drawn) | ? |
| CN(Cc1ccc(-c2ccccc2)cc1)C(=O)c1ccccc1Cl | -18% |
| COc1ccccc1Nc1ncc2c(n1)CN(C(=O)c1ccccc1)CCN2 | ? |
| CCc1nnc([C@@H]2CC(F)(F)CN2C(=O)c2noc(C)c2COC)o1 | 44%[activator] |
| COc1ccc(CNC(=O)c2cc3n(n2)CC(c2ccc(Cl)cc2)OC3)c(OC)c1 (stereo not drawn) | i |
| COc1cccc([S+](=O)([O-])N2CCc3nc(C4CC4)nc(-c4ccc(Cl)cc4)c3CC2)c1 | 13µM* |
| Cc1ccc(C(=O)N[C@H]2CO[C@H]3[C@@H]2OC[C@@H]3n2cc(CC3CCCCC3)nn2)cc1 | i |
| O=C(NCc1ccccn1)c1ccc(-c2ccc(N3CCCCC3)nc2)cc1 | i |
| Cc1ccccc1N1Cc2c(NCCCc3ccccc3)ncnc2N(C)CC1=O | ? |
| CN(Cc1cccs1)Cc1cccn1C | ? |
| COc1ccc(CN2CCn3c(nnc3C3CCCNC3)C2)cc1 (stereo not drawn) | i |
| O=C(c1cccc(Cl)c1)N1CCC(n2cc(-c3nc(-c4ccccc4)no3)nn2)CC1 | i |
| Cn1nc2n(c1=O)CCN(C(=O)c1ccc(OC(F)(F)F)cc1)CC2 | 30% |
| O=C(N1CCOCC1)C1(c2ccc(Cl)cc2)CCOCC1 | 20% |
| COc1ccc(CNC(=O)CC[C@H]2CNC(=O)[C@@H]3[C@@H](CCN3Cc3ccc(C(=O)O)cc3)N2C)cc1 | 7% |
| Cc1nc(-c2c3n(c(=O)n(CC(=O)Nc4ccc(C)c(Cl)c4)c2=O)CCCCC3)no1 | i |
| COc1ccc(C(=O)N2CCC(n3cc(-c4nc(C(C)C)no4)nn3)CC2)c(OC)c1 | i |
| CCC(=O)N1CCc2c(sc3ncnc(N4CCN(C)CC4)c23)C1 | ? |
| COc1ccc(-c2ccnc(N[C@H]3CO[C@H]4[C@@H]3OC[C@H]4OC(=O)Nc3cccc(C(F)(F)F)c3)n2)cc1 | ? |
| Cc1noc(C)c1CC(=O)NCC1Cn2cccc2C(=O)N1C (stereo not drawn) | 14% |

These rows are one share of the data. The share of hits here may be higher or lower than overall.
